Screens deposited in PubChem by National Center for Advancing Translational Sciences (NCATS).
Pol beta inh – qHTS Assay for Inhibitors of DNA Polymerase Beta; P06746; Pol beta primer extension/strand displacement, fluorescence kinetic; Potency, µM (series often up to 114 µM), for inactives: at the top dose activity change, negative = inhibition, most hits filed as inhibitors; 340,000 compounds, 1.3% hits; AID 485314, 2010; also: potency is read from the fitted curve at half-maximal effect; % is scaled to controls: 0 for no effect and ±100 for the full control effect
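Human Pol beta at 10 nM; strand-displacement substrate 50 nM final. Compound exposure 15 min at room temperature before start, reaction 10 min at room temperature.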
Pol kappa inh – qHTS for Inhibitors of Polymerase Kappa | DNA polymerase kappa (Homo sapiens), Q9UBT6 | purified Pol kappa, fluorescent DNA synthesis assay, 10 min | Potency, µM (titrated, usually from 107 µM), inactives show at the highest dose activity, negative = inhibition, actives largely listed as inhibitors | 400,000 compounds, 0.53% hits | AID 588579, 2011; also: potency is read from the fitted curve at half-maximal effect; % is scaled to controls: 0 for no effect and ±100 for the full control effect
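Inhibition of 10 nM Pol kappa is measured by a fluorescent read-out at 0 and 10 min following addition of 50 nM substrate (final), with a 15-min room-temperature compound preincubation.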
Tb PGK inh – qHTS Assay to Find Inhibitors of Phosphoglycerate Kinase | Phosphoglycerate kinase, glycosomal (Trypanosoma brucei brucei), P07378 | PGK/GAPDH coupled, Kinase-Glo luminescence, 60 min | Potency, µM (titrated, usually from 57.5 µM), for inactives: at the top dose activity change, negative = inhibition, usual class: inhibitors | 380,000 compounds, 0.043% hits | AID 602233, 2012; also: potency is read from the fitted curve at half-maximal effect; % is scaled to controls: 0 for no effect and ±100 for the full control effect; nearly all actives have a fitted effect of over 60% in size
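Luminescent ATP detection (Kinase-Glo Plus) follows a 60-minute room-temperature incubation, with wells lacking PGK as controls. Buffer: 100 mM TEA (pH 7.6), 5 mM MgCl2, 0.01% Tween-20. Coupling enzyme GAPDH (100 nM final) supplies unstable 1,3-BPG in-well.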
Pol iota inh – qHTS for Inhibitors of Polymerase Iota | DNA polymerase iota (Homo sapiens), Q9UNA4 | Pol iota fluorescent replication assay, 10 min | Potency, µM (top dose mostly 115 µM), without a hit: top-dose activity, negative = inhibition, usual class: inhibitors | 390,000 compounds, 1% hits | AID 588590, 2011; also: potency is read from the fitted curve at half-maximal effect
Target sequence (Q9UNA4 whole entry, looked up): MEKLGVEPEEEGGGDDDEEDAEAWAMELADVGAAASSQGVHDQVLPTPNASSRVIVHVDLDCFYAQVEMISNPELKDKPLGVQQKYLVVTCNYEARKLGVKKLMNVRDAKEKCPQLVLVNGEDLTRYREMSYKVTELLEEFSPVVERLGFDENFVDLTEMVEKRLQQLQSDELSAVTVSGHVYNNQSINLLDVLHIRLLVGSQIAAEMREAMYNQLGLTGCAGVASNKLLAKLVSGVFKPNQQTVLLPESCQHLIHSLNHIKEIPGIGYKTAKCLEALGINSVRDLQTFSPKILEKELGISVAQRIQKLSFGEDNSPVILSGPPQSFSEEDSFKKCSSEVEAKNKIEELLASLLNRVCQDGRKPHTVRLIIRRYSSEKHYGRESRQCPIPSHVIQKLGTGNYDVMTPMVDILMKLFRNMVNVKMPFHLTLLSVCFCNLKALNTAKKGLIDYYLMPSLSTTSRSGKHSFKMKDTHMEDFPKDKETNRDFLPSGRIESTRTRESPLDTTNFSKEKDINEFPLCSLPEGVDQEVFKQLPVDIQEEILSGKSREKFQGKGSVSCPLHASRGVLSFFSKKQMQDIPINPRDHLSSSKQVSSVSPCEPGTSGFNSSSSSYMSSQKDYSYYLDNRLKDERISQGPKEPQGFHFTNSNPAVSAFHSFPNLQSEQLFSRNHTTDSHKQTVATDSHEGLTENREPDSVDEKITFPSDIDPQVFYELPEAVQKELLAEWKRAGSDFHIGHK
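Fluorescent replication assay read twice, at 0 min and 10 min after adding 50 nM (final) substrate. Enzyme (10 nM) and compounds were first incubated 15 min at room temperature; enzyme-free buffer wells were negative controls.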
APE1 inh – qHTS Assay for Inhibitors of the Human Apurinic/apyrimidinic Endonuclease 1 (APE1); DNA repair nuclease/redox regulator APEX1 (Homo sapiens), P27695; recombinant APE1, TAMRA/BHQ-2 abasic DNA cleavage fluorescence; Potency, µM (top dose mostly 65.8 µM), for inactives: top-dose activity change, negative = inhibition, most hits filed as inhibitors; 350,000 compounds, 0.35% hits; AID 2517, 2012;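 also: potency is read from the fitted curve at half-maximal effect; plate controls were vehicle for no effect and reference inhibitor for full effect; nearly all actives have a fitted effect of over 55% in size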
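Incision of a quenched TAMRA/BHQ-2 THF abasic-site duplex (50 nM) by 0.75 nM APE1, after 15 min compound preincubation, measured as fluorescence increase over three 60 s reads. Values normalized to buffer, DMSO and NSC13755 control wells.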
BLM helicase inh – qHTS Assay for Inhibitors of Bloom's syndrome helicase (BLM). RecQ-like DNA helicase BLM (Homo sapiens), P54132. 350,000 compounds, 0.2% hits. recombinant BLM DNA unwinding, fluorescence dequenching. Potency, µM (highest dose often 56.1 µM), for the others: at the highest dose activity change, negative = inhibition, most hits filed as inhibitors;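 also: potency is read from the fitted curve at half-maximal effect; plate controls were vehicle for no effect and no enzyme for full effect; nearly all actives have a fitted effect of over 35% in size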
RXFP1 antagonist – qHTS Assay for Antagonists of the Relaxin Receptor RXFP1; Relaxin receptor 1 (Homo sapiens), Q9HBX9; HEK293-RXFP1, relaxin-stimulated cAMP HTRF, 30 min; active compounds read low; activity change, negative = inhibition, % at 57.5 µM; 350,000 compounds, 0.59% hits; AID 1259400, 2018;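 active = activity change of -60% or lower, but not beyond a set lower limit; inconclusive = change between -60% and -40%, or beyond the set limit; inactive = change above -40%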; also: % is scaled to controls: 0 for no effect and ±100 for the full control effect
Anesthetic bind – qHTS Assay for Identification of Novel General Anesthetics; apoferritin/1-aminoanthracene competitive binding, fluorescence; Potency, µM (doses to about 77.5 µM), inactives show at the highest dose activity change, negative = displacement, most hits filed as inhibitors; AID 485281, 2010; Ferritin light chain (Equus caballus), P02791; 350,000 compounds, 0.074% hits; also: potency is read from the fitted curve at half-maximal effect; % is scaled to controls: 0 for no effect and ±100 for the full control effect; nearly all actives have a fitted effect of over 20% in size
Target sequence (P02791 2-175 limits assumed): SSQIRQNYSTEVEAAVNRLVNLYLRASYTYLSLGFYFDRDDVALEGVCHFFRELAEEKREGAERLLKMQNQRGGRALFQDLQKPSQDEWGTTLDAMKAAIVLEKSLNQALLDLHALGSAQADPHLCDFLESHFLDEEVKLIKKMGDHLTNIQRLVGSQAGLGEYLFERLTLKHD
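Steps: apoferritin (10 uM) was premixed with half-saturated 1-AMA in PBS, compounds were pin-transferred, plates stood 10 min at room temperature, fluorescence was read at 380/535 nm, and curves were fitted with a Hill equation.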
POLH inh – qHTS for Inhibitors of Polymerase Eta. DNA polymerase eta (Homo sapiens), Q9Y253. recombinant Pol eta, fluorescent DNA replication assay. Potency, µM (highest dose often 114 µM), inactives show at the highest dose activity change, negative = inhibition, actives largely listed as inhibitors. 390,000 compounds, 1.2% hits; also: potency is read from the fitted curve at half-maximal effect; % is scaled to controls: 0 for no effect and ±100 for the full control effect
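Pol eta at 10 nM preincubated with compounds 15 min at room temperature; reaction started with fluorescent substrate (50 nM final) and read kinetically at 0 and 10 min.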
* = called active by the depositor; i = inactive; ? = inconclusive; . = no result given; & = joins results of further samples; [ ] = dose if it differs, or a comment. Unless noted, calls follow the shape of the dose curve; as a rule, active = well fitted curve in the direction sought with a large enough effect; inconclusive = small, poorly fitted or top-dose-only effect, or another doubt; inactive = no such curve, though single readings can be large; an effect the other way counts as inactive or inconclusive. Some of the compounds tested; count on the stated rates, not on these rows.

| SMILES | Pol beta inh | Pol kappa inh | Tb PGK inh | Pol iota inh | APE1 inh | BLM helicase inh | RXFP1 antagonist | Anesthetic bind | POLH inh |
| --- | --- | --- | --- | --- | --- | --- | --- | --- | --- |
| O=C(CCn1c2c(c3ccccc31)CCCC2)NNC(=O)c1cccc([N+](=O)[O-])c1 | 1% | -11% | -4% | 5% | -8% | 0% | -12 | 5% | -16% |
| C[N+]1=C(/C=C/Nc2ccccc2Cl)C(C)(C)c2ccccc21 | 27% | 2% | i | -1% | ? | -1% | -18 | -13% | ? |
| CCC(=O)NC(=S)Nc1c(C)cc(Br)cc1C | 3% | 1% | 1% | 13% | -6% | -1% | 29 | -8% | -21% |
| CCCCCCCCC1CC(C(=O)Nc2ccccc2)C(=O)O1 (stereo not given) | . | -13% | 1% | -9% | . | . | -10 | . | -13% |
| COc1ccccc1N(CC(=O)NC1CCCC1)S(=O)(=O)c1cccc(C(F)(F)F)c1 | . | -4% | -4% | 8% | -20% | . | -15 | . | -10% |
| CCN(CC)S(=O)(=O)c1ccc(N2CCOCC2)c(C(=O)O)c1 | 1% | 8% | -2% | 2% | -5% | -1% | -8 | -8% | -11% |
| Cc1c(Cl)cccc1NC(=O)C1CCN(c2cnccn2)CC1 | 11% | 2% | -9% | 8% | 81%[activator] | -9% | -9 | 16% | -3% |
| COc1ccccc1CNC(=O)c1cc2cc3ccc(Cl)cc3nc2o1 | 4% | -3% | i | -22% | . | -1% | . | -13% | -5% |
| O=C(CCCc1c[nH]c2ccccc12)N1CCN(S(=O)(=O)c2cccs2)CC1 | 34% | -6% | -3% | 2% | -5% | -3% | 3 | -21% | -12% |
| O=C(Cn1ncc2c3ccccc3n(Cc3ccc(Cl)cc3)c2c1=O)NCCCc1ccccc1 | ? | -7% | -5% | 29% | . | -4% | 2 | -9% | -18% |
| CCc1ccc(NC(=O)C(=O)NCCOc2ccccc2Cl)cc1 | 2% | -6% | i | 79%[activator] | -2% | -3% | 0 | -4% | -7% |
| Cc1cc(F)ccc1N1CCC(N2CCN(C(C)C)C(CCO)C2)CC1 (stereo not given) | -2% | -1% | 0% | -2% | -1% | 0% | -9 | -11% | -17% |
| CCc1cccc(NS(=O)(=O)c2ccc3c(c2)NC(=O)C(C)S3)c1 (stereo not given) | 15% | -9% | -14% | 48%[activator] | 15% | -6% | -7 | -15% | -3% |
| COc1cc2c(cc1NC(=O)CSc1ccc(Cl)cc1)oc1ccccc12 | 7% | -7% | i | 24% | 1% | -3% | 4 | -3% | -2% |
| Cc1cc(C2CCCCC2)n(O)c(=O)c1 | . | -22% | 6% | ? | 14% | 0% | -8 | -10%[29.3 µM] | -12% |
| O=C1c2ccccc2C(=O)N1CCCC[C@]12Cc3ccccc3C(O1)c1c(c3ccccc3oc1=O)O2 | -13%[22.9 µM] | . | . | . | -1%[12.4 µM] | -11%[12.4 µM] | . | -17%[15.3 µM] | . |
| CCCOc1ccc(C(=O)Nc2cc(-c3nc4cc(C)cc(C)c4o3)ccc2C)cc1 | 7% | -5% | 6% | ? | . | -4% | -6 | 5% | -10% |
| CSc1ccccc1NC(=O)N1CCC(CO)(CC2CCCCO2)CC1 (stereo not given) | 20% | 1% | -3% | 38%[activator] | 11% | -3% | -5 | -7% | -15% |
| O=C(CN1C(=O)NC2(CCCc3ccccc32)C1=O)N1CCCCC1 (stereo not given) | . | -8% | -7% | 21% | -2% | . | -1 | . | -13% |
| COc1ccc(N=CC2=C(O)c3ccccc3C2=O)cc1 | 6% | 8% | -25% | -7% | 2% | -1% | -7 | -8% | -7% |
| O=C(NNC(=O)C1CC(c2cccs2)=NO1)Nc1ccc(Cl)cc1 (stereo not given) | 45µM* | -37% | -11% | ? | ? | -18% | -1 | -5% | -23% |
| Cc1cccc(NCC(=O)N/N=C/c2cccc(Br)c2)c1 | 5% | 6% | i | 18% | -5% | -11% | 4 | ? | -11% |
| CSc1ccc(CN(C)C(=O)c2ccc(S(=O)(=O)Nc3c(C)n(C)n(-c4ccccc4)c3=O)cc2)cc1 | . | 3% | -1% | 20% | . | . | -9 | . | -9% |
| COc1ccccc1N1CCN(CC(=O)c2c(N)n(C)c(=O)n(C)c2=O)CC1 | 6% | -20% | 1% | 123%[activator] | 4% | 1% | -28 | -3% | 11% |
| Cc1ccc(S(=O)(=O)N2CCN(C(=O)COC(=O)CNC(=O)c3ccccc3)CC2)c(C)c1 | . | 3% | -10% | 2% | 15% | . | -3 | . | -7% |
| CCS(=O)(=O)Nc1cccc(-c2cn3c(n2)SCC3)c1 | 17% | -3% | 9% | 22% | 58%[activator] | -1% | 5 | 2% | -18% |
| Cc1cccc(C)c1NC(=O)CN(C)CC(=O)Nc1sc2c(c1C(N)=O)CCC2 | . | -2% | -2% | ? | 11% | . | -13 | . | -19% |
| CCCCCNC(=O)CSC1=N/C(=C\c2ccc(Cl)c(Cl)c2)C(=O)N1CC | 9% | 2% | -6% | 5% | -1% | -1% | 7 | -4% | 8% |
| CCCCN(C(=O)CCCc1nc2ccccc2c(=O)[nH]1)c1c(N)n(CCCC)c(=O)[nH]c1=O | 27% | -14% | -2% | 20% | -8% | 1% | 0 | -3% | -11% |
| O=C(COC(=O)/C=C/c1ccc(F)cc1)Nc1nnc(-c2ccccc2)o1 | . | ? | i | 35%[activator] | -32% | . | -3 | . | ? |

Next section
SMILES | Pol beta inh | Pol kappa inh | Tb PGK inh | Pol iota inh | APE1 inh | BLM helicase inh | RXFP1 antagonist | Anesthetic bind | POLH inh
Cc1c(Br)c([N+](=O)[O-])nn1CC(=O)N1CCc2ccccc2C1 | 4% | 3% | -10% | 24% | -5% | -2% | . | -9% | -18%
Cc1ccc(Cn2c(SCCN3CCOCC3)nc3c2c(=O)n(C)c(=O)n3C)cc1 | 8% | -5% | -2% | -49% | 5% | 1% | -24 | -22% | -1%
O=S(=O)(Nc1cccc(S(=O)(=O)N2CCCCC2)c1)c1ccc(Cl)s1 | . | -2% | -1% | -4% | 1% | . | . | . | -9%
Cc1noc(C)c1C(=O)N1CCCC(C(=O)c2cccc(OC(C)C)c2)C1 (stereo not given) | 18% | 11% | -10% | 39% | -3% | -2% | 7 | -5% | -9%
CC(NS(=O)(=O)/C=C/c1ccccc1)C(=O)O (stereo not given) | -2% | -1% | -7% | ? | 1% | -1% | -18 | -4% | -10%
CN(C)CCn1c(C(=O)Nc2ccccc2)cc2ccccc21 | 10% | -6% | 2% | 13% | -2% | 2% | -6 | -12% | -14%
Cc1ccc(S(=O)(=O)N2CCN(C(=O)CN3C(=O)NC4(CCOc5ccccc54)C3=O)CC2)cc1 (stereo not given) | 4% | -8% | -15% | -4% | -3% | -2% | -7 | -11% | -17%
CCCCC(=O)Nc1cccc(-c2nc3ncccc3o2)c1C | 2%&0% | -2%&-9% | 3%&4% | 140%&16%[activator] | 3% | -2%&-2% | -7&-12 | -1%&-1% | -1%&-2%
CC1CCN(C(=O)CCCOc2ccc(Cl)cc2)CC1 | 1% | -12% | -4% | -2% | 4% | 2% | 0 | -7% | ?
Cc1cc(C)nc(/N=C(/NC(=O)Nc2cccc(Cl)c2)Nc2ccccc2)n1 | 11% | -4% | 9%[11.5 µM] | -2% | 0% | -11% | 2 | -8% | 3%

Whole records from above. Order of screens: Pol beta inh | Pol kappa inh | Tb PGK inh | Pol iota inh | APE1 inh | BLM helicase inh | RXFP1 antagonist | Anesthetic bind | POLH inh
Shown for Cc1c(Br)c([N+](=O)[O-])nn1CC(=O)N1CCc2ccccc2C1 → 4% | 3% | -10% | 24% | -5% | -2% | . | -9% | -18%
Shown for Cc1cc(C)nc(/N=C(/NC(=O)Nc2cccc(Cl)c2)Nc2ccccc2)n1 → 11% | -4% | 9%[11.5 µM] | -2% | 0% | -11% | 2 | -8% | 3%
Shown for CC1CCN(C(=O)CCCOc2ccc(Cl)cc2)CC1 → 1% | -12% | -4% | -2% | 4% | 2% | 0 | -7% | ?

Continuation.
SMILES | Pol beta inh | Pol kappa inh | Tb PGK inh | Pol iota inh | APE1 inh | BLM helicase inh | RXFP1 antagonist | Anesthetic bind | POLH inh
CC(=O)c1cccc(OCc2cc(C(=O)N3CCSCC3)no2)c1 | 44% | -8% | -2% | 15% | -2% | -12% | -8 | ? | -23%
Cc1c(C(=O)O)nnn1-c1ccccc1 | 29% | -16% | 1% | 5% | -5% | -2% | 2 | -6% | -11%
COC(=O)c1cnn(-c2nc(OC)cc(OC)n2)c1C | 51% | -10% | -8% | 12% | -4% | 3% | . | -11% | -11%
CC(C)C(=O)N1N=C2CCCCC2C1(O)C(F)(F)F (stereo not given) | 8% | -5% | 4% | 5% | -6% | -8% | 8 | -3% | -3%
CC1CCCC(C)N1C(=O)COC(=O)Cc1c[nH]c2ccccc12 (stereo not given) | . | -15% | -4% | 19% | -10% | . | 6 | . | 1%
O=C(NNC(=O)C1CCCO1)c1ccccc1Cl (stereo not given) | 10% | -1% | -11% | 15% | 12% | -1% | -2 | 6% | -4%
